PglD DTNB = inhibitors of Campylobacter jejuni PglD acetyltransferase | 360,000 tested, 0.098% active | inhibition, % at 12.5 µM | AID 602405 | purified PglD enzyme, DTNB colorimetric CoA detection; in the data active = inhibition above about 16%, passing the limit was not always enough; inconclusive = no clear call, values can overlap the other calls; note: strong numbers were not always called active
E-selectin induc = E-selectin induction on HUVECs. 260,000 tested, 0.37% active. AID 686992. P16581. activation, % at 7.58 µM. HUVEC E-selectin immunofluorescence imaging; normalized: neutral wells 0, TNF-alpha wells 100;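 active = mean E-selectin-positive cell signal at least 10% of the positive control, reached in at least 60% of replicates, without over 20% cell loss; inconclusive = no rule given, readout overlaps actives, possibly toxicity-flagged; inactive = the rest, including those meeting only one limit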;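 note: in these data hits start at about 27%; measured in HUVEC primary endothelial cells; signal is the percent of cells scored E-selectin positive by PE staining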
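Test system: HUVEC | Signal: Immunofluorescence imaging | Read-out: Percent E-selectin-positive cells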
esBAF inh = inhibitors of esBAF chromatin remodeling in mouse ES cells; Bmi1-luciferase knock-in reporter, 24 h; 100% = twice the neutral-well signal; reporter increase, % at 12.5 µM; 350,000 tested, 2% active; AID 602393; in the data active = activation above about 40%; inconclusive = no clear call, values can overlap the other calls;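 note: 0% = median of the plate's neutral control wells and 100% = double that signal; a rise in the Bmi1 reporter signal indicates esBAF inhibition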
RAD52 anneal inh = blocks human RAD52 DNA annealing; P43351; recombinant RAD52 DNA annealing, FRET fluorescence; inhibition, % at 18.7 µM; 360,000 tested, 0.46% active; AID 651710;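 active = every replicate showing at least 50% inhibition; inconclusive = mean inhibition at least 50% but not in every replicate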
Target sequence (P43351 whole entry, looked up): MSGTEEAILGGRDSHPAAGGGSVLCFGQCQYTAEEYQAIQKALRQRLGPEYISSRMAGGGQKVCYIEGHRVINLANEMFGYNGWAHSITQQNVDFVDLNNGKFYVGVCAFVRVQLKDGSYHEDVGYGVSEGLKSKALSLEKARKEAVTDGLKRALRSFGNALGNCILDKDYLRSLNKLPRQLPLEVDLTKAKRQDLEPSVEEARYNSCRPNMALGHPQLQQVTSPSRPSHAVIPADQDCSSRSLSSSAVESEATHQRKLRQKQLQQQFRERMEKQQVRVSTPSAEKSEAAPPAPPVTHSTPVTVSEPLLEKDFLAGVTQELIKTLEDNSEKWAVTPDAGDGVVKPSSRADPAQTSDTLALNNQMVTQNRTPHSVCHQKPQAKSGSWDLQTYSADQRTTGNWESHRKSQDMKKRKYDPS
ARNT-TACC3 inh = disruptors of human ARNT/TACC3 interaction; Q9Y6A5; AlphaScreen His-ARNT PAS-B/GST-TACC3 binding, luminescence; TACC3 fragment carries E629A point mutation; inhibition, % at 9.99 µM; 390,000 tested, 0.66% active;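 active = mean inhibition of replicates at least 50% and at least half of replicates each reaching 50%; inconclusive = half or more replicates reach 50% but mean below 50%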;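 note: 0% = complete ARNT plus TACC3 wells and 100% = ARNT alone without TACC3; many hits fall short of the cut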
RAD54 inh = inhibitors of human RAD54 branch migration. Q92698. RAD54 Holliday junction branch migration, FAM/BHQ fluorescence. inhibition, % at 10.4 µM. 360,000 tested, 0.14% active. AID 602329;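 active = mean normalized replicate activity at least 40 and at least half of replicates scoring 40 or more; inconclusive = only one of the two criteria met; inactive = mean below 40 and under half of replicates reaching 40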;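 note: 0% = median of neutral control wells and 100% = median of positive control wells; inhibitors cause a drop in the FAM fluorescence signal; in these data hits start at about 50%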
CASP6 VEID inh = inhibitors of human caspase-6 | P55212 | purified caspase-6, Z-VEID-R110 cleavage fluorescence | inhibition, % at 12.5 µM | 350,000 tested, 0.53% active;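 active = mean inhibition across replicates at least about 35%, with every replicate also reaching that limit, limit read from the data; inconclusive = only one of the two criteria met; inactive = neither criterion met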;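 note: 0% = median of neutral control wells and 100% = no fluorescence left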
ERp5 inh = blocks human ERp5 reductase activity on insulin; ERp5 insulin aggregation, absorbance 650 nm, 90 min; inhibition, % at 9.99 µM; 350,000 tested, 0.05% active;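 active = mean replicate inhibition above about 25%, with every replicate also reaching it, limit read from the data, passing the limit was not always enough; inconclusive = only one of those two criteria met; inactive = neither criterion met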
Target sequence (Q15084 whole entry, looked up): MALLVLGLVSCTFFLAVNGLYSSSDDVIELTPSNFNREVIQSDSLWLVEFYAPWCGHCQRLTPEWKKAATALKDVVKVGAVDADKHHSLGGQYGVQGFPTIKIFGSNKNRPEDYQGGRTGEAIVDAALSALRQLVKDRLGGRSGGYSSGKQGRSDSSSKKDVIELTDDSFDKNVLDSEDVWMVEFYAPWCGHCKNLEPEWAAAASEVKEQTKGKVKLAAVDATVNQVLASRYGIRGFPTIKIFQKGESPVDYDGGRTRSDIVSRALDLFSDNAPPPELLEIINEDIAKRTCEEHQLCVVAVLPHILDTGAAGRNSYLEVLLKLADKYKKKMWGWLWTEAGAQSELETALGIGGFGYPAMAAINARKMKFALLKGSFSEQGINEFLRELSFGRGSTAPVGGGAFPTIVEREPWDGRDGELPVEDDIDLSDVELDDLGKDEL
Numbers without * were called inactive; ? = inconclusive; nt = not tested or not shown. An unsorted share of the library; about 3.2% have a hit in one of these screens.

SMILES | PglD DTNB | E-selectin induc | esBAF inh | RAD52 anneal inh | ARNT-TACC3 inh | RAD54 inh | CASP6 VEID inh | ERp5 inh
O=C(Nc1cccnc1)c1ccc(COc2ccccc2Cl)o1 | -2 | nt | -1 | nt | -2 | -11 | nt | nt
Cc1ccc(S(=O)(=O)NCC[C@H]2CC[C@H](NC(=O)Nc3ccccc3F)[C@@H](CO)O2)cc1 | 1 | -0.2 | -1 | 12 | -14 | -11 | -1 | 5
COc1ccccc1CN(C)c1nnnn1-c1ccccc1 | nt | 0.0 | nt | -8 | -4 | nt | 10 | 5
CCC(Sc1nccn1C)C(=O)Nc1ccc(Cl)cn1 (centres undefined) | -9 | nt | -5 | -17 | 5 | 3 | 6 | 7
CCNC(=O)C[C@H]1CC[C@H]2[C@@H](COc3ccc(NC(=O)Nc4cccc(F)c4)cc3C(=O)N2C)O1 | 3 | 0.1 | -3 | 2 | 7 | -3 | -1 | -4
Nc1cccc2c1C(=O)N(C(=O)c1ccco1)C2=O | nt | nt | -1 | -5 | 0 | nt | 2 | ?
CC(=O)c1ccc(NC(=O)CSc2nnc(-c3ccco3)o2)cc1 | -3 | 0.3 | 32 | -7 | -7 | -5 | -3 | 1
FC(F)(F)c1ccccc1Cc1c(-c2ccc(Cl)cc2)nc2ccc(Cl)cn12 | -4 | nt | 64* | -99 | nt | 10 | 4 | -1
Nc1c(-c2ccc(F)c(F)c2)nc2ncccn12 | nt | 1.2 | nt | -38 | nt | nt | 2 | -3
O=C(CSc1nnc(SCc2ccc(Cl)cc2)s1)N/N=C/c1ccc(Cl)cc1Cl | nt | nt | nt | 5 | -1 | nt | -6 | -5
CC(C)CC#Cc1ccc2c(c1)O[C@@H](CN(C)C(=O)C1CCOCC1)[C@@H](C)CN([C@H](C)CO)S2(=O)=O | 4 | 0.2 | 5 | 21 | 0 | -4 | 0 | -6
CCC(=O)Nc1cc(C)c(NC(=O)C23CC4CC(CC(C4)C2)C3)cn1 | 0 | nt | 0 | nt | -5 | -8 | nt | nt
CCC(C)[C@H](NC(=O)N1CCC(C)CC1)C(=O)O (some centres undefined) | nt | nt | nt | 2 | -3 | nt | 3 | -2
O=C(Nc1ccc(N2CCOCC2)cc1)C1CCN(S(=O)(=O)c2cccc(C(F)(F)F)c2)CC1 | -6 | -1.0 | -6 | -35 | nt | -4 | 0 | -1
COC(=O)/C=C1/SC(=Nc2ccc(C)cc2C)NC1=O | -1 | nt | 1 | nt | -1 | 3 | nt | nt
CCCCN1C[C@H](C)[C@@H](CC(=O)Nc2ccccc2)C1=O | 0 | nt | 1 | -15 | nt | -5 | 1 | -2
C=CCc1c(C)nc(N2CCSCC2)[nH]c1=O | nt | nt | nt | 10 | 2 | nt | 2 | 4
COc1ccc(S(=O)(=O)N(C)C[C@@H]2OCCCC[C@H](C)Oc3ccc(NC(=O)c4ccncc4)cc3C(=O)N([C@H](C)CO)C[C@@H]2C)cc1 | 1 | 0.1 | 5 | 8 | -2 | -2 | 3 | -8
O=C(NC1CCN(c2ncccn2)CC1)c1cccc(F)c1 | nt | -0.2 | -3 | 0 | -13 | nt | -4 | -1
Cc1ccnc(NC(=O)CCCc2ccccc2)c1 | 1 | nt | 65* | -10 | 5 | -8 | 2 | -12
Cc1ccc(C(=O)NCCCNC(=O)Cc2ccc(Cl)cc2)cn1 | 1 | nt | -2 | -2 | -10 | -1 | 2 | 2
O=C1c2cccc(-c3ccc(C(F)(F)F)cc3)c2C2CC=CCN12 (centres undefined) | 1 | 0.0 | -9 | -10 | nt | -8 | -1 | 2
COc1ccc2[nH]c(=O)c(CN(Cc3cccs3)C(=S)NCC3CCCO3)cc2c1 (centres undefined) | nt | 6.1 | 5 | -7 | 4 | nt | 7 | 3
O=C(CN1C(=O)c2ccccc2S1(=O)=O)NCc1c(F)cccc1F | -7 | -0.2 | -2 | -12 | -3 | 6 | 0 | 3
CCN(CC)CC1C(=O)N(c2ccc(OC)cc2)C1c1ccccc1 (centres undefined) | -1 | nt | 2 | 1 | 22 | 7 | -1 | 1
CCNC(=S)Nc1cccc(Cl)c1C | 12 | nt | -1 | nt | -5 | -6 | nt | nt
CN(C)CC(=O)Nc1ccc2c(c1)[C@@H]1C[C@H](CC(=O)NCCN3CCCCC3)O[C@@H](CO)[C@@H]1O2 | 1 | -0.6 | -3 | 7 | -8 | -1 | 1 | -1
CC(=O)N(C)C[C@@H]1[C@@H](c2ccc(C3=CCCC3)cc2)[C@@H](CO)N1CC1CC1 | 0 | 0.0 | -1 | nt | -5 | 0 | nt | nt
Cc1cc(C(=O)Nn2c(-c3ccc(Br)cc3)nc3ccccc3c2=O)ccc1[N+](=O)[O-] | nt | nt | nt | -1 | 6 | -4 | 1 | 5
Cc1ccc(S(=O)(=O)Nc2ccc3c(c2)C(=O)N([C@H](C)CO)C[C@H](C)[C@@H](CN(C)C(=O)Nc2ccc4c(c2)OCO4)OCCCC[C@@H](C)O3)cc1 | -3 | -0.3 | -3 | 10 | -2 | -3 | 0 | 5
Cn1ccnc1SCc1ccc(Cl)cc1Cl | 7 | nt | -7 | 10 | nt | 2 | nt | 1
Cc1ccc2nc(CN(C)C(=O)[C@H]3O[C@@H](n4ccc(=O)[nH]c4=O)[C@H](O)[C@@H]3O)[nH]c2c1 | 3 | -1.6 | 0 | -16 | nt | -4 | -1 | -8
C/C=C/c1ccc([C@H]2[C@@H](CO)N(C(=O)CC)[C@H]2CNC(=O)CC)cc1 | -1 | 0.0 | 4 | -19 | -5 | 1 | 2 | 0
Cn1cnc(S(=O)(=O)N2CCCCN3[C@H](CO)[C@@H](c4ccc(-c5ccccc5F)cc4)[C@H]3C2)c1 | -2 | 0.5 | 3 | -16 | -8 | -8 | 0 | -2
COc1cccc(N2CCN(C(=O)c3cccc(N4C(=O)NC5CC4(C)Oc4c(OC)cccc45)c3)CC2)c1 (centres undefined) | 3 | ? | 0 | -15 | 2 | -7 | 3 | 0
Cc1ccc(-c2cc(C(=O)NCc3ccco3)no2)cc1 | -1 | nt | 27 | -8 | -6 | -20 | 4 | -1
C[C@@H]1CN([C@H](C)CO)C(=O)Cc2cc(NC(=O)CCCCCC(=O)Nc3ccccc3N)ccc2O[C@H]1CN(C)Cc1ccc2c(c1)OCO2 | -2 | 7.4 | -2 | -11 | -9 | 12 | -3 | 4
CCC(C)NC(=O)C1CCCCN1S(=O)(=O)c1ccc(F)cc1 (centres undefined) | 3 | nt | 0 | nt | -7 | -1 | nt | nt
C[C@@H]1CCCCO[C@H](CN(C)Cc2ccncc2)[C@H](C)CN([C@@H](C)CO)C(=O)c2cc(NS(=O)(=O)c3ccc(F)cc3)ccc2O1 | 0 | -0.1 | 7 | 4 | -1 | -2 | 1 | 2
Clc1cccc(CN2C3=NCCCN3c3ccccc32)c1 | -1 | -0.2 | -5 | -6 | -1 | 6 | -3 | 4
CCOC(=O)c1cc2ccccc2nc1C | -2 | nt | 9 | nt | -5 | -1 | nt | nt
O=C(OCC(=O)c1ccc[nH]1)C1=COCCO1 | 3 | -0.2 | 1 | -8 | -1 | 19 | 10 | -2
C[C@@H]1CN([C@H](C)CO)C(=O)c2cc(-c3ccccc3)cnc2O[C@H]1CN(C)Cc1ccccc1 | -1 | 0.0 | 3 | -4 | 9 | 4 | 3 | -14
CCCC(c1nnnn1Cc1ccccc1)N1CCC(C(N)=O)CC1 (centres undefined) | 6 | nt | 2 | nt | 3 | 7 | nt | nt
CCC(=O)Nc1c(C)nn(-c2ccc(C)c(C)c2)c1C | -3 | -0.1 | nt | -8 | 0 | -7 | -2 | -4
COc1ccc2c3c([nH]c2c1)[C@H](CO)N(CC1CCOCC1)CC31CN(C(=O)c2ccc(F)cc2)C1 | nt | -0.6 | nt | -41 | nt | nt | 4 | -1
CCOc1ccccc1NC(=O)CN1C(=O)COc2ccc(C)cc21 | -2 | nt | -11 | -3 | -5 | 3 | -2 | 0
COC(=O)c1ccccc1NC(=O)NCCc1ccc(OC)c(OC)c1 | nt | nt | nt | -1 | 0 | nt | 1 | 0
CSc1c(CC(=O)Nc2ccccc2)n(C)c2ccccc12 | 10 | nt | -7 | -7 | -5 | -9 | -1 | 2
CC(C)(C)C(=O)NC(=S)Nc1cc(C(=O)O)ccc1Cl | 1 | nt | 1 | nt | -5 | 4 | nt | nt
C[C@H]1CCCCO[C@H](CN(C)Cc2ccc(C(=O)O)cc2)[C@@H](C)CN([C@@H](C)CO)C(=O)c2cc(NC(=O)Nc3ccc(C(F)(F)F)cc3)ccc2O1 | -1 | 0.0 | -4 | 15 | 20 | 1 | -3 | -2
CC1(C)CC(NC(=S)NCc2ccco2)CC(C)(C)N1 | 2 | nt | -3 | -10 | -9 | 6 | -5 | 2
CN1C(=O)c2cc(NS(=O)(=O)c3cccc(F)c3)ccc2OC[C@H]2O[C@H](CC(=O)O)CC[C@H]21 | 4 | 0.2 | -4 | 11 | -12 | 2 | -1 | 0
C[C@@H]1CN([C@@H](C)CO)C(=O)c2cc(-c3cccc(C#N)c3)cnc2O[C@H]1CN(C)C(=O)C1CCOCC1 | -3 | 0.2 | 2 | -1 | 1 | 15 | 1 | 6
COc1cc(NC(=O)CCNS(=O)(=O)c2cc(Br)cnc2N)cc(OC)c1 | -3 | nt | -3 | -14 | -3 | 3 | -3 | 5
CCOC(=O)c1ccccc1NC(=S)N1CCCCC1 | nt | nt | nt | -23 | -14 | nt | -2 | 5
CCN(CC)C(=O)C12CC3CC(CC(Br)(C3)C1)C2 | 4 | 0.5 | -3 | -6 | -25 | -1 | -1 | -5
COc1cc(C(c2nnnn2C(C)(C)C)N2CCN(c3nc4ccccc4s3)CC2)ccc1O (centres undefined) | -2 | nt | 7 | nt | 8 | -3 | nt | nt
COc1ccc(-c2ccc3c(c2)[C@@H]2[C@@H](CCN2C(=O)Cc2ccccn2)[C@@H](CO)N3C)cc1 | -1 | 0.1 | 13 | nt | 6 | 25 | nt | nt
Cc1noc(C)c1NC(=O)Nc1ccc2c(c1)C(=O)N([C@H](C)CO)C[C@@H](C)[C@@H](CN(C)Cc1ccc(C(=O)O)cc1)OCCCC[C@H](C)O2 | 2 | -0.2 | 6 | nt | -3 | 9 | nt | nt

More results follow:
SMILES | PglD DTNB | E-selectin induc | esBAF inh | RAD52 anneal inh | ARNT-TACC3 inh | RAD54 inh | CASP6 VEID inh | ERp5 inh
CN(C)S(=O)(=O)N1CCN(C(=O)c2ccccc2Cl)CC1 | 2 | nt | -7 | nt | 1 | 13 | nt | nt
C=CCc1cccc(/C=N/c2nc3ccccc3n2CC)c1O | nt | nt | nt | -14 | 1 | nt | -1 | 1
COc1ccc(-c2nn(-c3ccccc3)cc2C#N)cc1 | 4 | nt | 45* | nt | -5 | 4 | nt | nt
CN(C)Cc1nc2c([nH]1)c(=O)n(C)c(=O)n2C | -1 | -0.9 | -6 | -4 | -4 | -11 | -2 | 5
C[C@@H]1CN([C@@H](C)CO)C(=O)c2cc(NC(=O)Cc3cn(C)c4ccccc34)ccc2O[C@@H]1CN(C)Cc1ccc2c(c1)OCO2 | 0 | 1.6 | -2 | -12 | 3 | 20 | -1 | 0
Cc1cccc(N2CC(C(=O)Nc3ccccc3N3CCOCC3)CC2=O)c1C (centres undefined) | 1 | 0.1 | -1 | -2 | 0 | 5 | 1 | -1
CCCCC(=O)N/N=C/c1cc([N+](=O)[O-])ccc1N1CCOCC1 | -6 | nt | -6 | nt | -12 | -2 | nt | nt

Laid out differently: entries from further up.
Structure	PglD DTNB	E-selectin induc	esBAF inh	RAD52 anneal inh	ARNT-TACC3 inh	RAD54 inh	CASP6 VEID inh	ERp5 inh
CN(C)S(=O)(=O)N1CCN(C(=O)c2ccccc2Cl)CC1	2	nt	-7	nt	1	13	nt	nt
CN(C)Cc1nc2c([nH]1)c(=O)n(C)c(=O)n2C	-1	-0.9	-6	-4	-4	-11	-2	5

Bioassay records from PubChem BioAssay.
